Assay outcomes (PubChem BioAssay)
DSG3 Ab inh – human desmoglein-3 autoantibody binding inhibition | DSG3-coupled beads, scFv-anti-DSG3-GFP binding, flow cytometry; active compounds read low | P32926 | 310,000 tested, 0.48% active | binding (percent of control), % at 10 µM;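 active = binding more than 3 SD below its plate's average and above zero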;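 also: hits lower antibody fragment binding to DSG3; some compounds called inactive have numbers as strong as hits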
NSD2 inh – NSD2 (human) methyltransferase inhibition | O96028 | inhibition, % at 12.5 µM | NSD2 peptide methylation, AlphaScreen, 120 min | 310,000 tested, 0.54% active | AID 743445; in the data active = inhibition above about 50%
PKA-R2B act – activates the human PKA-R2B holoenzyme complex; P22694+P31323; PKA-R2B holoenzyme dissociation, Cy5-IP20 fluorescence polarization; R2B truncated from residue 108, S112A mutant; 0% DMSO only, 100% 113 µM cGMP; activation, % at 11.4 µM; 340,000 tested, 0.079% active;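 active = activation above a cutoff set at the mean over all compounds plus 3 SD, cut at about 18% in these data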;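 also: higher means more holoenzyme dissociation and a rise in polarization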
SR-BI uptake up – SR-BI HDL lipid transfer activation | CHO ldlA[mSR-BI] cells, DiI-HDL uptake fluorescence, 3 h; 100 = double the neutral-control signal | activation, % at 12.5 µM | 320,000 tested, 0.096% active | AID 504775;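 active = mean replicate activation of at least 60% and every replicate at or above 60%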;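 also: 0% = median plate neutral-control signal and 100% = twice that signal; values of inactives mirror those of a sister screen read the other way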
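Material: SR-BI-overexpressing, LDLR-lacking CHO cells | Dosing: Single compound concentration, delivered by pin transfer | Probe or stimulus: Labelled HDL, 10 µg/mL | Signal: Bottom-read cell fluorescence after medium removal, ex 550/em 595 nm | Schedule: 3 h, 37 °C | Evaluation: HDL uptake via cellular fluorescence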
SR-BI HDL uptake – mouse SR-BI HDL lipid transfer inhibition. ldlA[mSR-BI] CHO cells, DiI-HDL uptake fluorescence, 3 h. inhibition, % at 12.5 µM. 320,000 tested, 0.96% active;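 active = mean replicate inhibition of at least 70% and a set share of replicates each scoring 70 or more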;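 also: 0% = median of neutral control wells and 100% = median of positive control wells; values of inactives mirror those of a sister screen read the other way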
Target sequence (Q61009 whole entry, looked up): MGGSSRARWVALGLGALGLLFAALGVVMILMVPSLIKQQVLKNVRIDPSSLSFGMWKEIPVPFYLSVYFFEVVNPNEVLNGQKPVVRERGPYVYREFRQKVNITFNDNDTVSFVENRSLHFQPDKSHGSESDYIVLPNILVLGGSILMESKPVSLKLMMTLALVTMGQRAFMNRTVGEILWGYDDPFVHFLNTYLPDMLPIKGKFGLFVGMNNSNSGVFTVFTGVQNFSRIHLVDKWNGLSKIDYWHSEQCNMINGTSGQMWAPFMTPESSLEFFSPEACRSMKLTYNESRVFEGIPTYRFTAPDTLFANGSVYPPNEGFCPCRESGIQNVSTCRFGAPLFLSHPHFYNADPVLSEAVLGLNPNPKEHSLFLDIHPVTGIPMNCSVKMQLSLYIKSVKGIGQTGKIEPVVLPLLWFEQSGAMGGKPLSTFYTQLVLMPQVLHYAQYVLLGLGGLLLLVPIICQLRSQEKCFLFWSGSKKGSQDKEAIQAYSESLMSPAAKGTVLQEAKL
CDK5 inh – blocks human CDK5/p35 kinase activity; Q00535+Q15078; Recombinant CDK5/p35, ADP-Glo luminescence, 60 min; inhibition, % at 10 µM; 330,000 tested, 0.01% active;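 active = highest replicate inhibition of at least 50% and at least 75% of replicates reaching 50%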;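 also: plate controls were DMSO neutral control for no effect and GW8510 at 10 µM for full effect; many of its hits are not listed in these tables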
Target sequence (Q00535 whole entry, looked up): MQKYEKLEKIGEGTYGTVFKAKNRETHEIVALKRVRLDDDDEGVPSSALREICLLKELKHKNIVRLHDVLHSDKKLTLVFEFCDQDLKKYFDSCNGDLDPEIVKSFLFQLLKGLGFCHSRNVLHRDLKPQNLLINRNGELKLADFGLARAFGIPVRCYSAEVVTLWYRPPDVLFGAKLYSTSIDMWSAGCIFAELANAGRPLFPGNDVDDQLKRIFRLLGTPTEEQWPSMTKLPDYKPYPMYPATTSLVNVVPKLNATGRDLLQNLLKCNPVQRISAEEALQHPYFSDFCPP
Target sequence (Q15078 whole entry, looked up): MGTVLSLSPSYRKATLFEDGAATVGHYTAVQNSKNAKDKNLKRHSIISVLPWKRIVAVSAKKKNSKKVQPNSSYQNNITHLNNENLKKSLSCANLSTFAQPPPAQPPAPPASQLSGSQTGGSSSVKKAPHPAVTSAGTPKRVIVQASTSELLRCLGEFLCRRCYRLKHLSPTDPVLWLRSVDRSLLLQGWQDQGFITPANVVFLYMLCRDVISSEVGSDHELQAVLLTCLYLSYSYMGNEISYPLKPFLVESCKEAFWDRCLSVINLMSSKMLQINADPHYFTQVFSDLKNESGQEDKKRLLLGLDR
PKA-R1A activ – PKA-R1A complex activation | 340,000 tested, 0.083% active | AID 504707 | PKA-R1A dissociation, Cy5-IP20 fluorescence polarization; scaled: DMSO 0%, 113 µM cGMP 100% | P00514+P68181 | activation, % at 11.4 µM;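 active = percent activation above the mean of all tested compounds plus 3 SD, cut at about 19% in these data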;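 also: higher means more PKAc released from R1A so a rise in polarization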
Mot1-301 SUMO – blocks SUMOylation pathway, rescuing yeast Mot1-301 growth; S. cerevisiae Mot1-301 growth rescue, ATP luminescence, 38.5C; percent above DMSO median, 100 means doubled; growth rescue, % at 18.8 µM; 320,000 tested, 1% active;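 active = every valid replicate shows activation above 250% relative to neutral control wells; inactive = the rest, any valid replicate at or below 250%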;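 also: OY570 slx delta 5 strain wells were the positive control but not used for scaling; some compounds called inactive have numbers as strong as hits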
dFosB activator – mouse delta FosB homodimer activation; P13346; purified delta FosB, TAMRA-CDK5 oligo fluorescence polarization; percent of positive-control signal above neutral wells; activation, % at 25 µM; 340,000 tested, 0.99% active;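 active = mean activation above about 17%, with every replicate also reaching it, limit read from the data, passing the limit was not always enough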;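 also: fluorescence polarization rise as delta FosB binds a TAMRA Cdk5 AP-1 oligo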
Arrestin-AP2 inh – blocks beta-arrestin peptide binding to AP2 adaptin; inhibition, % at 10 µM; 340,000 tested, 0.31% active; AID 504490; FITC-arrestin peptide / GST-AP2 beads, flow cytometry; AP2 beta2 appendage carries R879A mutation;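 active = inhibition above a set limit, near 3 SD of compounds lacking own fluorescence, cut at about 54% in these data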;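 also: plate controls were DMSO wells for no effect and 5 µM unlabelled arrestin peptide for full effect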
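System: GST-AP2 R879A glutathione beads. Medium: PBS with 0.05% Tween 20 and 0.1% BSA. Also added: FITC-arrestin peptide, 50 nM. Incubation: 12 min plus 1 h, RT. Measured by: high-throughput flow cytometry of beads, ex 488, em 535 nm. Evaluation: percent drop in bead-associated FITC signal.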
MITF act – activators of MITF-driven TRPM1 promoter activity in SK-MEL-5 cells. activation, % at 12.5 µM. SK-MEL-5 TRPM1-promoter luciferase, 24 h; % of positive control, neutral wells = 0. AID 588334. 300,000 tested, 0.75% active;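 active = mean activation of at least 80% with every replicate also reaching 80%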;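 also: 0% = neutral control wells and 100% = parthenolide positive control wells; values of inactives mirror those of a sister screen read the other way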
Active calls of the source: *; . = not tested or not shown; & = joins results of further samples.

DSG3 Ab inh,NSD2 inh,PKA-R2B act,SR-BI uptake up,SR-BI HDL uptake,CDK5 inh,PKA-R1A activ,Mot1-301 SUMO,dFosB activator,Arrestin-AP2 inh,MITF act,structure
98,-2,0,-5,5,0.0,-5,0,-4,44,0,Cc1ccc(C)c(NC(=O)C2CCCN(S(=O)(=O)c3c(C)noc3/C=C/N(C)C)C2)c1 (stereo not drawn)
104,16,6,-34,34,1.2,-2,18,7,-10,58,COc1ccc(-c2cc(-c3ccccc3)n[nH]2)c(O)c1
108,.,7,14,-14,-0.1,4,105,5,1,.,COc1ccc(S(=O)(=O)Cc2ccc(C(=O)NCc3ccco3)o2)cc1
100,-1,6,16,-16,-0.1,-17,-21,7,4,-8,Cc1cc(NC(=O)CNC(=O)C2CCCCC2)no1
98,-1,-7,9,-9,-1.3,0,154,2,-9,-6,OCCCCCNc1ncnc2ccccc12
.,2,-5,-6,6,0.5,-3,.,-5,27,8,COc1ccc(Cl)cc1NS(=O)(=O)c1cccc(C(=O)NC2CCN(Cc3ccccc3)CC2)c1
111,-3,-2,28,-28,1.1,-7,-7,-7,3,8,Cc1c(NC(=O)C(C)OC(=O)c2ccc(Br)o2)c(=O)n(-c2ccccc2)n1C (stereo not drawn)
128,-6,4,-20,20,-1.2,2,71,2,6,-8,COC(=O)c1sccc1NC(=O)c1c(-c2ccccc2)noc1C
100,0,-2,-21,21,-1.5,8,8,0,19,.,CCC(c1nnc(SCC(=O)N2CC3(C)CC2CC(C)(C)C3)o1)N(C)C (stereo not drawn)
.,-1,1,-21,21,-1.6,-6,3,1,-3,-8,CC(=O)n1c2ccccc2c2c1c1ccccc1n2C
100,-2,-3,-17,17,0.0,-11,.,-2,29,1,O=C(c1ccc2ccccc2c1)C1CCCN(C(=O)CN2C(=O)CSC2=O)C1 (stereo not drawn)
97,0,20*,-13,13,-2.4,2,.,5,4,2,Cc1cccc(C)c1N1CCN(c2nc(N(C)C)oc(=O)c2C#N)CC1
110,6,-11,4,-4,4.1,-4,.,-173,9,-40,CCCCCCCCCCCCCCCCn1cc[n+](CC(C)=O)c1
110,0,-8,20,-20,3.1,-1,-13,0,-14,-3,CCOc1ccccc1N1CCN(CC(=O)c2c(N)n(C)c(=O)n(C)c2=O)CC1
.,-1,-2,-13,13,-1.4,2,-2,3,2,.,CCCCOP(=O)(c1ccc(N(C)C)cc1)C(O)c1cccnc1 (stereo not drawn)

Some of these compounds in order of length of the SMILES, high to low.
DSG3 Ab inh,NSD2 inh,PKA-R2B act,SR-BI uptake up,SR-BI HDL uptake,CDK5 inh,PKA-R1A activ,Mot1-301 SUMO,dFosB activator,Arrestin-AP2 inh,MITF act,structure
100,-2,-3,-17,17,0.0,-11,.,-2,29,1,O=C(c1ccc2ccccc2c1)C1CCCN(C(=O)CN2C(=O)CSC2=O)C1 (stereo not drawn)
97,0,20*,-13,13,-2.4,2,.,5,4,2,Cc1cccc(C)c1N1CCN(c2nc(N(C)C)oc(=O)c2C#N)CC1
98,-1,-7,9,-9,-1.3,0,154,2,-9,-6,OCCCCCNc1ncnc2ccccc12

Continuation:
DSG3 Ab inh,NSD2 inh,PKA-R2B act,SR-BI uptake up,SR-BI HDL uptake,CDK5 inh,PKA-R1A activ,Mot1-301 SUMO,dFosB activator,Arrestin-AP2 inh,MITF act,structure
102,-2,-10,31,-31,0.1,-3,76,-1,1,0,CCOC(=O)c1c(NC(=O)COC(=O)c2ccc(Cl)nc2)sc(C(=O)N(C)C)c1C
97,-1,11,-29,29,-0.2,5,.,-7,17,-10,Cc1ccc(C(=O)Nc2nc(-c3ccco3)c(-c3ccco3)s2)o1
103,1,2,-9,9,-2.9,-17,22,5,-4,-1,Cc1cnc(C(=O)Nc2ccc(S(=O)(=O)NCC(C)C)cc2)cn1
94,1&0,2,-3,3,0.0,-5,40,-3,23,8,Cc1cc(N2CCCC2)nc2ccccc12
90,4,-7,-18,18,0.2,-11,4,-10,2,-6,COc1ccc(C2C(C#N)=C(N)Oc3n[nH]c(C)c32)cc1CSc1ccccn1 (stereo not drawn)
.,-1,-11,27,-27,-0.6,-9,1,-5,-20,5,Cc1ccc(S(=O)(=O)n2nc(C)c(S(=O)(=O)N3CCOCC3)c2C)cc1
.,1,4,-17,17,-0.5,-6,-13,-12,7,0,Cc1ccc(O)c(NC(=O)c2cccc(S(=O)(=O)N3CCCCC3)c2)c1
95,-3,-1,-9,9,-0.7,-3,3,-12,46,-1,Cc1cccc(C(C)C)c1NC(=O)c1ccc(OCC2CCCO2)cc1 (stereo not drawn)
105,-2,-2,6,-6,1.0,-13,71,2,3,-4,O=C1NCCSC1c1ccccc1 (stereo not drawn)
98,1,2,3,-3,-0.7,-4,410,-9,12,.,COCCn1nnnc1C(c1ccccc1OC)N1CCN(c2ccccc2F)CC1 (stereo not drawn)
106,0,0,.,.,-1.3,3,-2,3,9,-2,C/C(=N/NC(=O)CNC(=O)c1cccs1)c1ccco1
105,1,-4,32,-32,-1.8,-7,-16,-6,8,.,CC(=O)N1N=C(c2ccc(C)cc2)OC1c1ccc(C(C)C)cc1 (stereo not drawn)
100,1,4,-6,6,-2.1,1,58,8,5,.,CCCCNC(=O)CCn1c(=S)[nH]c2cc3c(cc2c1=O)OCO3
101,6,3,.,.,-0.7,6,1,3,22,-14,O=c1[nH]c2ccc(S(=O)(=O)N3CCCC3)cc2[nH]1
110,2,5,-7,7,-0.6,8,-15,-11,-1,-10,CCC1CCCCN1C1Sc2ccc(C(=O)OC)cc2NC1=O (stereo not drawn)

Next records follow.
DSG3 Ab inh,NSD2 inh,PKA-R2B act,SR-BI uptake up,SR-BI HDL uptake,CDK5 inh,PKA-R1A activ,Mot1-301 SUMO,dFosB activator,Arrestin-AP2 inh,MITF act,structure
85,1,0,6,-6,0.9,4,80,-9,-7,-14,COc1ccc(C(=O)OCC(=O)N(C)C2CCS(=O)(=O)C2)cc1S(=O)(=O)N1CCCc2ccccc21 (stereo not drawn)
106,3,-10,-27,27,-0.3,-9,-2,-14,19,-9,O=C(N/N=C/c1ccc(Cl)cc1)c1sccc1OCc1ccc(F)cc1
.,-2,2,-30,30,0.2,6,2,-13,6,40,FC(F)(F)c1cc(Cl)c2nc(-c3ccccc3)cn2c1
95,0,7,31,-31,-1.6,-1,4,-8,21,.,O=C1COc2ccc(C(=O)CSc3nnc(Cc4cccs4)n3-c3ccccc3)cc2N1
94,3,-3,-11,11,-0.3,-3,72,-3,5,-4,O=C(C(=O)N1CCN(C(=O)c2ccco2)CC1)c1c[nH]c2ccccc12
100,-1,-13,-12,12,0.4,-16,.,-12,-3,-4,O=C(NCC1COc2ccccc2O1)c1cc(S(=O)(=O)N2CCOCC2)c(Cl)cc1Cl (stereo not drawn)
99,0,-9,-26,26,-0.2,2,4,-2,3,-47,COc1ccc(-c2cnc3c(c2)CCC3(C#N)C#N)cc1
116,-2,1,21,-21,-1.2,11,9,-13,8,-2,O=c1c2cn[nH]c2[nH]c(=S)n1-c1cccc(Cl)c1
82,-1,1,-17,17,-0.3,-16,-19,-1,30,-2,Cc1cc(=O)[nH]c(N/N=C/c2c(C)oc3ccccc23)n1
.,1,0,-11,11,0.0,0,-21,-5,4,20,Cc1cccc(NC(=O)c2ccc(Cl)c(S(=O)(=O)N3CCCC3)c2)n1
102,-1,0,-10,10,3.8,-11,-6,0,30,4,Cc1nnc(NC(=O)CCSc2ccccc2)s1
100,.,-22,-17,17,-0.2,-3,10,0,-3,5,CN(Cc1ccccc1)C(=O)c1cccc(NC(=O)Cc2cccc([N+](=O)[O-])c2)c1
102,-2,11,-13,13,-0.1,13,7,3,4,.,Cc1ccc(S(=O)(=O)NCC(c2cccnc2)N(C)C)cc1 (stereo not drawn)
102,9,-4,-41,41,-2.2,-1,.,4,25,3,O=C(C1CCN(S(=O)(=O)N2CCOCC2)CC1)N1CCN(Cc2ccc3c(c2)OCO3)CC1
95,-1,-9,-6,6,1.3,-3,122,-1,-6,9,O=C(NCc1ccco1)C(=S)N1CCCC1

The list continues:
DSG3 Ab inh,NSD2 inh,PKA-R2B act,SR-BI uptake up,SR-BI HDL uptake,CDK5 inh,PKA-R1A activ,Mot1-301 SUMO,dFosB activator,Arrestin-AP2 inh,MITF act,structure
99,-2,1,0,0,-0.9,-5,324,-12,15,-7,O=C(COC(=O)c1cc(S(=O)(=O)N2CCCCC2)ccc1N1CCOCC1)NCCc1ccc(F)cc1
118,4,-1,20,-20,0.3,-8,2,-5,-16,4,CCOC(=O)c1ccc(NC(=S)N(CCCN2CCN(CC)CC2)Cc2ccco2)cc1
110,.,2,-6,6,0.9,-1,-9,1,-1,-2,Cc1cc2[nH]c(=O)c(=O)[nH]c2cc1S(=O)(=O)Nc1cccc(Cl)c1C
.,1,-2,-4,4,1.2,-7,110,-9,11,89*,Cc1ccc(OCC(=O)Nc2ccc3c(c2)OCO3)c(C)c1
97,-2,6,0,0,0.0,-12,-5,-2,-4,0,Cc1ccc(CNC(=S)Nc2ccc(OC(F)F)cc2C)cc1
102,.,-3,10,-10,-0.1,-2,3,2,1,2,O=C(NC1CCCCCCC1)C1CCC(CNc2c(N3CCCC3)c(=O)c2=O)CC1 (stereo not drawn)
106,.,-17,-9,9,-0.3,-6,-5,-19,3,1,O=C1N[C@H](Cc2ccccc2)COC(=O)[C@@H](Cc2ccc(F)cc2)C/C=C\C[C@H]1CC(=O)N(CCO)Cc1ccccc1
96,-1,-2,20,-20,0.3,-2,-14,35*,25,3,N#C/C(=C/c1cn(-c2ccccc2)nc1-c1cccc(OCc2ccc(F)cc2)c1)C(=O)NCCCn1ccnc1
95,1,0,10,-10,2.6,0,62,7,-7,-1,Cc1cccc(N/C(N)=N/c2nc(C)cc(=O)[nH]2)c1
100,1,-6,-9,9,-0.6,-11,-5,0,-2,-2,COc1ccc(C2=[N+]([O-])C(C)(C)C(c3ccccc3)=N2)cc1
97,4,0,18,-18,-0.6,-6,.,0,-15,-5,CC(=O)C(C(c1ccccc1)N1CCCc2ccccc21)N1CCOCC1 (stereo not drawn)
94,2,-3,-42,42,2.1,8,6,-12,8,25,CCN(CCn1cccn1)Cc1cn[nH]c1-c1ccc(-c2ccccc2)cc1
.,-1,-5,-7,7,1.4,-6,0,-2,26,9,COc1cc(OC)cc(C(=O)NNC(=O)c2cc(S(=O)(=O)N3CCOCC3)ccc2F)c1
